# Screening data as filed in PubChem.
# NPY-Y1 PAM-ag: human NPY-Y1 potentiation or agonism, primary screen; P25929; NPY-Y1 expressing cells, potentiator/agonist activation; activation, % at 3.6 µM; hit rate 0.37% among 220,000; in the data active = activation above about 33%, passing the limit was not always enough;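 also: cells stimulated with NPY at EC10 then isoproterenol at EC100; 0% = low agonist plus stimulus and 100% = saturating agonist plus stimulus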
# Target sequence (P25929 whole entry, looked up): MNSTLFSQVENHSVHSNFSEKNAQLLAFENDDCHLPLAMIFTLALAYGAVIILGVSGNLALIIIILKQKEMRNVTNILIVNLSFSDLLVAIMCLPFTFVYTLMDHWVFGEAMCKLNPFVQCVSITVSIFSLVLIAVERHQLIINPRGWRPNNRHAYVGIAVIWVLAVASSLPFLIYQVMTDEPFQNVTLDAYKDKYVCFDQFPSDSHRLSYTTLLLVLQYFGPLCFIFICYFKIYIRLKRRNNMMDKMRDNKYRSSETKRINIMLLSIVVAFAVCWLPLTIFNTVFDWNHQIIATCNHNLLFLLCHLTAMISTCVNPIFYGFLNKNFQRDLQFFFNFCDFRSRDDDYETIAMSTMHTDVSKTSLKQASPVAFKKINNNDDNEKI
# S1P4 antagonist: antagonists of human S1P4 receptor; inhibition, % at 4.98 µM; O95977; S1P4-expressing cells, antagonist mode, reporter read-out; hit rate 0.26% among 220,000; in the data active = inhibition above about 29%;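 also: 0% = wells stimulated with agonist and 100% = vehicle wells without agonist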
# Target sequence (O95977 whole entry, looked up): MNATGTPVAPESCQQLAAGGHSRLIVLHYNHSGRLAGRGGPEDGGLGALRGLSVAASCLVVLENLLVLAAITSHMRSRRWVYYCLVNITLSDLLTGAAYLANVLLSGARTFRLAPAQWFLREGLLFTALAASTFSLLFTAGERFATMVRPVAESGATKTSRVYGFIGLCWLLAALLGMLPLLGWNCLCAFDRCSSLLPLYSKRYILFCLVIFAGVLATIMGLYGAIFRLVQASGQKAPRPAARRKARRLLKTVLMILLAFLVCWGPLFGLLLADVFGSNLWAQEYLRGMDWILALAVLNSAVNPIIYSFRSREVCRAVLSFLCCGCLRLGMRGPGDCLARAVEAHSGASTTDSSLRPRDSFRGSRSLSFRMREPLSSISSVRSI
# NPY-Y2 PAM-ag: potentiates or activates human NPY-Y2 receptor; cells expressing NPY-Y2, potentiator/agonist read-out; activation, % at 3.6 µM; hit rate 0.45% among 220,000; AID 1359; in the data active = activation above about 27%;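 also: cells stimulated with NPY near EC25 plus isoproterenol at EC100; 0% = vehicle plus submaximal agonist and 100% = vehicle plus saturating agonist; some results beyond the cut were filed as inactive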
# PGE2 EP2 inh: inhibitors of human EP2 prostaglandin E2 receptor; inhibition, % at 25 µM; P43116; hit rate 0.52% among 260,000; C6 glioma cells expressing human EP2, cAMP TR-FRET; cells stimulated with saturating PGE2;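 active = percent inhibition above 40 after rounding to a whole number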;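 also: rat C6 glioma host cells with rolipram phosphodiesterase inhibitor present; the protocol text gives 20 µM as final concentration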
# eIF4E-4G inh: blocks eIF4E binding to eIF4G | hit rate 0.37% among 220,000 | P63073+Q04637 | inhibition, % at 21.7 µM | TR-FRET eIF4E-eIF4GI(517-606) binding, 2 h;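 active = inhibition above about 30%, limit read from the data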;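 also: 0% = full FRET control wells and 100% = background wells lacking eIF4GI fragment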
# p97 inhibitor: human p97 ATPase inhibition; P55072; recombinant p97 ATPase, Kinase-Glo ATP luminescence, 3 h; inhibition, % at 8 µM; hit rate 0.42% among 220,000; AID 1481; in the data active = inhibition above about 15%;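 also: 0% = DMSO vehicle and 100% = wells lacking enzyme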
# NPY Y1 blocker: blocks the human neuropeptide Y Y1 receptor; P25929; AID 1040; HEK293-CNG Y1 cells, membrane potential fluorescence; NPY at EC95, then isoproterenol; inhibition, % at 3.6 µM; hit rate 1% among 200,000;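 active = inhibition above the campaign mean inhibition of all tested compounds plus 3 SD, cut at about 20% in these data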;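 also: 0% = DMSO wells given NPY plus isoproterenol and 100% = isoproterenol alone without NPY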
#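 material = HEK293 cells with Y1 receptor plus CNG channel | also added = NPY 25 nM then isoproterenol 1 µM plus Ro 20-1724 25 µM | schedule = dye 3 h, compound 60 min room temperature, stimulation 45 min | measured by = membrane potential fluorescence | benchmarks = high control isoproterenol alone, low control NPY with isoproterenol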
# S1P4 ag: activates the human S1P4 receptor | S1P4-expressing cell line, agonist reporter assay | activation, % at 4.98 µM | hit rate 0.35% among 220,000 | AID 1509; in the data active = activation above about 11%;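 also: 0% = DMSO vehicle and 100% = reference agonist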
# EP2 modulator: EP2 receptor (human) modulation; P43116; EP2-expressing cells, cAMP HTRF FRET, PGE2 co-stimulation; induction, % at 25 µM; hit rate 0.83% among 260,000;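 active = compounds whose cAMP rise, as percent of the full-agonist control response, exceeds 60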;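 also: rat C6 glioma line stably carrying human EP2 under a CMV promoter; the protocol text gives 20 µM as final concentration; 100% = response of wells given 1 µM PGE2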
# An asterisk follows results filed as active; / = no result given; & = joins results of further samples; [ ] = another dose, or the depositor's remark.
# Every second line gives: S1P4 antagonist, S1P4 ag, eIF4E-4G inh, p97 inhibitor, EP2 modulator, PGE2 EP2 inh, NPY-Y1 PAM-ag, NPY-Y2 PAM-ag, NPY Y1 blocker
CCCn1c(=O)c2c(nc3n2CCN3Cc2ccco2)n(C)c1=O
    0, -0.5, 3, -4, -4, 4, -7, -2, 4
COc1cccc(OCC(O)CN2CCN(CCN3C(=O)c4cccc5cccc(c45)C3=O)CC2)c1 (stereo not given)
    -25, -2.0, -3, -8, -59, 15, 24, 17, 7
Cc1ccc2nc(N3CCN(Cc4nnnn4C4CCCC4)CC3)c(C#N)cc2c1
    -8, -0.8, 1, 3, -56, 17, 5, 1, 0
COC(=O)NC(=C(Cl)Cl)S(=O)(=O)c1ccccc1
    5, -1.5, 0, 3, 0, 8, 1, 9, 2
CNS(=O)(=O)c1cc(C(=O)NCc2ccco2)ccc1Cl
    -19, 0.0, -2[fluorescence artefact?], -4, 17, 14, -4, 2, 5
N/C(=N\OC(=O)c1cc(Cl)ccc1Cl)c1ccncc1
    -3, -1.0, 3, 1, -6, 3, 9, 9, 2
CCOC(=O)CCNC(=O)Nc1ccc2nc(C)n(Cc3ccc(Cl)cc3)c(=O)c2c1
    -3, 0.4, 4, 5, -15, 6, 1, 9, -2
C=C(C)c1cccc(C(C)(C)NC(=O)NCC2COCCO2)c1 (stereo not given)
    3, -1.9, -4, 5, 28, 9, -4, 15, -4
Cc1c(NC(=O)CSc2n[nH]c(=O)n2-c2ccccc2)c(=O)n(-c2ccccc2)n1C
    -4, 1.9, 5, 0, 20, 6, 0, 4, 1
O=C(NC1CCCCC1)c1ccc(Cn2cc(Cl)cn2)cc1
    -12, 0.1, -1[fluorescence artefact?], -6, 2, 9, -3, 2, -5
CCOC(=O)C(=O)C1=C(N2CCOCC2)/C(=C\c2cccc([N+](=O)[O-])c2)CC1
    2, 0.7, 5, 8, -11, 10, -15, 7, 6
Cc1csc(NC(=O)c2ccc(C)c(S(=O)(=O)N3CCCCC3)c2)n1
    -5, -0.2, 2, 2, 5, 10, 3, 18, 4
O=C1CC(c2ccccc2)Cc2nc3nc(C(F)(F)F)nn3cc21 (stereo not given)
    3, -2.4, -5, 0, 10, 12, -43, 0, 7
Cc1cc2c(cc(C(=O)NCCCN3CCOCC3)n2Cc2ccc(Cl)cc2)o1
    -10, 1.3, 0, -8, -10, 5, 0, -1, 13
CC[n+]1c(/C=C/C=C/N(C(C)=O)c2ccccc2)sc2ccccc21
    7, 0.0, -11[fluorescence artefact?], 5, -18, 25, -1, 13, 18
CC12C(=O)N(c3nccs3)C(=O)C1C1C=CC2C1 (stereo not given)
    9, 0.5, 8, -1, 11, 6, -8, -5, 1
O=C(Nc1ccc(Br)cn1)c1cccc2c1-c1ccccc1C2=O
    0, 1.1, 0, 3, 7, 15, 8, -6, 10
CCCNC(=O)N1c2ccccc2Sc2ccccc21
    -13, -1.3, -1, 4, -12, 10, 12, 21, /
COc1ccc(NC(=O)NC23CC4CC(CC(C4)C2)C3)cc1OC
    -6, -0.3, -10, -7, -4, 12, 9, -4, -9
COc1cc(-c2csc(CCn3nc(C)cc3C)n2)cc(OC)c1OC
    2, 0.3, 0, -2, -78, 5, 4, 9, -4

# The last two entries of the part before open the next one:
# Every second line gives: S1P4 antagonist, S1P4 ag, eIF4E-4G inh, p97 inhibitor, EP2 modulator, PGE2 EP2 inh, NPY-Y1 PAM-ag, NPY-Y2 PAM-ag, NPY Y1 blocker
COc1ccc(NC(=O)NC23CC4CC(CC(C4)C2)C3)cc1OC
    -6, -0.3, -10, -7, -4, 12, 9, -4, -9
COc1cc(-c2csc(CCn3nc(C)cc3C)n2)cc(OC)c1OC
    2, 0.3, 0, -2, -78, 5, 4, 9, -4
Cc1cccc(N(C(=O)CNC(=O)c2ccco2)C(C(=O)NC2CCCC2)c2ccncc2)c1 (stereo not given)
    -11, 0.8, 7, -1, 22, 11, 20, 11, 4
CC(=O)Nc1cccc(NC(=O)c2cc(-c3cccnc3)nc3ccc(Br)cc23)c1
    12, -0.5, -3[fluorescence artefact?], 8, -8, 11, 20, 0, -1
Nc1nc(Nc2cccc(C(F)(F)F)c2)nc(C(F)(F)F)n1
    6, 2.2, -2[fluorescence artefact?], -6, -37, 11, 26, 32, -9
O=C(NC(=S)Nc1ccc(S(=O)(=O)Nc2nccs2)cc1)c1cccnc1
    -11, 0.2, -1, -2, -71, 4, -12, -17, 3
CC(=O)C1=C(C)NC2(O)c3ccccc3C(=O)C12O (stereo not given)
    -17, -1.1, -3, 4, 15, 6, 10, -12, 0
Cc1cc(C)c(C#N)c(N2CCN(CCOc3ccc(Cl)cc3)CC2)n1
    -23, 2.1, 5, 3, 17, 7, -51, -17, 14
O=C(O)c1ccc(N2CCOCC2)c(N2C(=O)C3C4C=CC(C4)C3C2=O)c1 (stereo not given)
    -4, 0.6, 1, 8, 13, 4, 17, 1, 3
CN(C)S(=O)(=O)c1ccc(NC(=O)C2CC(=O)N(Cc3ccccc3)C2)cc1 (stereo not given)
    -13, 1.0, -1, 1, -11, 5, 6, -5, -6
CCN1CCN(CCOc2ccc(Cl)cc2)CC1
    -3, 3.2, 4, 4, -12, 5, -4, -4, 1
N#Cc1c(SCC(N)=O)nc2c(c1-c1ccncc1)CCCC2
    -5, 0.3, 3, 3, -3, 5, 13, -10, -1
COc1ccc(OCc2n(CC(=O)OC3CC(C)CCC3C(C)C)c3ccccc3[n+]2C)cc1 (stereo not given)
    19, -1.3, 4, 0, -1, 7, -105, -52, /
O=C(Cn1nc2n(c1=O)-c1ccccc1SC2)N/N=C/c1ccncc1
    6, 0.3, -2, 4, 9, 10, -2, 3, /
Cc1ccc(C(=O)C2CCN(CC(=O)N3CCN(c4ccc(F)cc4)CC3)CC2)cc1
    -1, 0.0, 0, -11, -8, 9, -9, -8, -1
Cc1cc(Cl)c(OCCOCCN2CCCCC2)c(Br)c1
    -5, -0.5, 9[fluorescence artefact?], 2, -2, 7, 10, -5, 4
Fc1cccc(NC(=S)N2CCCCC2)c1
    1, 0.6, -6, 2, 5, 16, 104*, -5, -3
CCn1ccnc1C(O)c1cccc(OC)c1OC (stereo not given)
    -18, -0.9, 0, 3, 6, 15, -11, -5, -4
Cc1c(C)c2ccc(OCC(=O)N3CCOCC3)c(C)c2oc1=O
    -1, -1.1, 0, -1, 3, 7, -10, -4, -1
Cc1c(C(=O)O)c2cc(O)ccc2n1-c1ccccc1
    -4, 3.8, -3, -5, 13&-10, 8&8, -5, 0, -8
COc1ccc(N2CCN(C3CC(=O)N(C)C3=O)CC2)cc1 (stereo not given)
    -11, 1.2, 3, -9, -2, 8, -9, 12, 1
C/C(Cc1ccccc1)=N\NC(=O)CNC(=O)c1ccccc1Cl
    -1, 1.1, 3, -6, -7, 11, -3, -19, /
CCCOc1ccc(N2C(=O)CC(SC(=N)N3N=C(c4ccccc4)CC3c3ccccc3)C2=O)cc1 (stereo not given)
    1, 0.7, -1, 0, 21, 3, 3, 0, -5
O=C1CCN(C(=O)Nc2cccc(Cl)c2)N1
    -11, 1.7, -4, 2, -20, 7, 7, -4, 4
COc1ccc(-n2c(=O)c3c4c(sc3n(Cc3cccc(F)c3)c2=O)CN(C(C)=O)CC4)c(OC)c1
    -13, 2.3, 1, 1, 7, 10, -1, -3, -8
CCCCNC(=S)N(C)/N=C/c1c(F)cccc1F
    -16, 0.2, 13, 4, 53, 5, 17, 12, 10
CN(C)CCNc1c2c(c(C#N)c3nc4ccccc4n13)CCCC2
    -7, 2.7, /, 9, /, 9, 8, 9, 3
CC[n+]1c(/C=C/N(C)c2ccccc2)oc2ccc(F)cc21
    -11, 0.2, 5, -7, 3, 7, -21, 6, 10
CC1(C)CC(=O)C(C(=O)/C=C/c2ccco2)C(=O)C1
    -13, -0.4, -1, -1, -3, 6, -11, 0, -2
COc1ccc(C/C(C)=N/NC(=O)C2COc3ccccc3O2)cc1 (stereo not given)
    -18, 1.3, 0, -2, -64, 7, 7, -13, 2
N#Cc1c(SCC(N)=O)nc2c(c1-c1ccc(OCc3ccccc3)cc1)CCCC2
    -8, 1.6, /, 0, /, /, 2, -4, -3
Cn1c(CCNC(=O)C(C)(C)C)nc2ccccc21
    -13, 3.5, 1, -1, 20, 12, -6, 15, 2
Cc1ccc(C(=O)Nc2scc(-c3ccccc3)c2C(=O)O)o1
    -5, 0.4, -4, 1, -20, 13, -5, -15, -3
CC(=O)Nc1ccc(S(=O)(=O)N(C)c2ccc(O)cc2)cc1
    7, -0.2, -13, -3, -10, 10, -5, -10, -9
COC(=O)CCc1c(C)c(C(=O)c2ccc(F)cc2)c2ccccn12
    -5, 0.3, 3, -2, 28, 15, -5, -4, 5
Cc1ccc(Nc2nc(C3CC3)cs2)cc1
    -10, -0.9, 2, 4, 31, /, -2, 3, -2
CCCOC(=O)c1ccc(Oc2c(-c3ccc(OCC)cc3O)n[nH]c2C)cc1
    -4, -0.5, 1, -7, 3, 7, -15, -25, 4
CCOC(=O)CSc1nc2ccccc2c(=O)n1Cc1ccco1
    0, -1.1, -4, -5, 21, 5, -6, 2, 8
O=C(COc1ccccc1)NCc1cccs1
    -1, 14*, 0, 0, -16, 5, 27, -5, 2
Cc1nc2cc(C(=O)NCc3cccnc3)ccc2n1-c1ccc(F)cc1F
    -10, -1.4, -2, 3, -47, 8, 5, 9, 6
Cn1c(C(=O)N2CCCC(C(=O)O)C2)cc2sccc21 (stereo not given)
    -14, -1.0, 0, 6, -5, 15, 13, 0, -1
CCCc1cc(=O)n2[nH]c(NCc3c(F)cccc3Cl)nc2n1
    -6, -0.3, 0, 3, 14, 6, 9, 6, 7
CCOCCCNCC(O)c1ccccc1 (stereo not given)
    -21, 2.9, -2, -1, 5, 5, -43, 1, 9
CCN(CC)S(=O)(=O)c1ccc(-c2nnc(SCC(=O)Nc3nc(C)cs3)o2)cc1
    -13, -1.2, -12, 2, -13, 8, 7, -12, -2
COC(=O)C[N+](C)(C)CC#Cc1ccccc1
    -7, -1.0, 13, 2, 16, 9, 0, -12, 2
CCN(c1ccc(NS(=O)(=O)c2cc(Cl)ccc2Cl)cc1)C(C)C
    -11, 1.8, 3, 3, 42, 5, 11, 8, 0
CCOCC(O)CS(=O)(=O)c1ccccn1 (stereo not given)
    -12, 2.7, 5, 1, 23, 6, 16, -2, 7
COCCn1c(SCC(=O)Nc2cc(C)on2)nnc1-c1c[nH]c2ccccc12
    -19, 1.5, 1, 1, 0, 9, 12, 13, 2
O=C(CC1C(=O)NCCN1C(=O)Nc1ccc(F)cc1)Nc1ccc(F)cc1 (stereo not given)
    10, 0.1, -5, 3, -9, 7, 21, 4, /
CSc1ncccc1C(=O)OCC(=O)C(C)(C)C
    10, 1.5, -2, 2, -1, 1, 10, 1, -3
O=C1c2ccccc2CC1Sc1nnc(-c2ccccn2)o1 (stereo not given)
    1, -1.4, -4, 5, -20, 2, 3, 3, 11
COc1ccccc1Oc1cc(-n2nc(C)cc2C)ncn1
    -7, 1.7, 2[fluorescence artefact?], -4, 37, 4, -17, -6, 0
CC(=O)NCCOc1nc(N2CCCCC2)nc(N2CCCCC2)n1
    0, 0.2, -4, -6, 31, 10, 26, 10, -4
CCOC(=O)C(C)n1cnc2c(nnn2-c2cccc(Cl)c2)c1=O (stereo not given)
    12, -0.8, 0, 1, 11, 8, 4, -6, 7
O=C(NNC(=S)Nc1ccccc1)c1cccc(Br)c1
    2, -2.6, 6, -3, -27, 26, -8, -14, 3
CC1CCCN(c2nc(NCc3ccco3)nc(N)c2[N+](=O)[O-])C1 (stereo not given)
    -34, -0.7, 15, -2, 52, 7, 0, -50, -2
NNc1nc(Nc2ccccc2)nc(N2CCCCC2)n1
    10, -1.4, 6, 7, -15, 1, -8, -13, 4

# A portion of the library; count on the stated rates, not on these rows.
